Siah-1 displacement = Siah-1 peptide-binding antagonists, primary screen, biochemical, fluorescence polarization, rhodamine-plectin, uHTS (AID 1817) | Siah-1 / rhodamine-plectin peptide fluorescence polarization; higher % means a stronger effect | one-dose displacement, % at 20 µM; IC50 in µM for titrated hits | 290,000 tested, 0.02% active;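 active = displacement of at least 50% at 20 µM, with a fluorescence ratio check between 0.3 and a set limit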;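 also: plate controls were Siah plus tracer with DMSO for no effect and tracer alone without Siah for full effect; strong numbers were not always called active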
West Nile antiviral = West Nile virus antiviral activity, cell-based, CPE readout (AID 1621); West Nile virus-infected cells, CPE inhibition; higher % means a stronger effect; CPE inhibition, % at 10 µM, or IC50 in µM where a hit was titrated; 290,000 tested, 0.02% active; in the data active = a potency from the dose series; also: strong numbers were not always called active
Salmonella PhoP GFP = inhibitors of PhoP regulon expression, primary screen, Salmonella Typhimurium, GFP reporter (AID 1863). S. Typhimurium PhoP-regulated promoter GFP reporter, 4 h; higher % means a stronger effect. one-dose inhibition, % at 50 µM; IC50 in µM for titrated hits. 300,000 tested, 0.16% active;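 active = inhibition over 29.93%, a cutoff 3 SD above the screen mean, later confirmed by dose response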;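 also: 0% = low Mg2+ inducing control and 100% = high Mg2+ repressing control; strong numbers were not always called active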
Starred values were filed as active, the others as inactive; i = inactive.

SMILES | Siah-1 displacement | West Nile antiviral | Salmonella PhoP GFP
CC(C)n1ncc(N2CCOCC2)c(Cl)c1=O | -4% | 0.0% | 1%
O=C(Nc1ccc(Br)cn1)c1ccc(Br)s1 | -2% | -0.2% | 2%
CCCN(CCC)S(=O)(=O)c1cc2c3c(c1)CCN3C(=O)CC2 | 6% | 0.0% | -5%
C=CCC1(C(=O)NCCO)CCN(C(=O)OC(C)(C)C)CC1 | 0% | -0.6% | 0%
Cc1ccc(N2CCN(c3ccc([N+](=O)[O-])cn3)CC2)c(C)c1 | -2% | -0.6% | 0%
CC1CCN(Cc2c(C(=O)N3CCc4ccccc4C3)nc3ccc(Cl)cn23)CC1 | 2% | -1.2% | -1%
Fc1ccc(CNC(=S)NCc2cccc(Cl)c2)cc1 | -2% | -1.2% | 14%
COc1ccccc1Cn1c(=S)[nH]c2ccc(Br)cc2c1=O | 5% | 0.0% | 6%
COCCNC(=O)c1onc(CSc2nc3ccccc3[nH]2)c1C(=O)NCCOC | 3% | -0.5% | 6%
C=CCOc1ccccc1CN1CCC(n2nccc2NC(=O)C2CCOC2)CC1 (stereo not given) | -1% | -0.8% | 3%
Cc1ccc2c(c1)N(CC(=O)Nc1ncccc1C)C(=O)C(C(C)C)O2 (stereo not given) | 1% | 0.1% | -5%
COc1ccc(NC(=O)c2ccc3ncsc3c2)c2ccccc12 | 3% | -0.3% | -6%
Cc1ccc(C)c(NC(=O)C2COc3ccccc3O2)c1 (stereo not given) | 2% | -0.4% | 6%
NC(=O)CSc1nnc(COc2ccc3ccccc3c2)o1 | -2% | 0.2% | -8%
CC(C)CCNC(=O)C1CCC(=O)N1CCc1ccccc1 (stereo not given) | -2% | -0.3% | 4%
O=C(c1ccc(OC2CCN(CCCc3ccccc3)CC2)cc1)N1CCCC1 | -2% | -0.8% | -2%
COc1ccc(C(=O)Nc2ccc(NC(=O)c3ccccc3)cc2)cc1S(=O)(=O)N1CCOCC1 | -1% | -0.8% | -2%
COc1ccc(OCCCN2CCc3ccccc3C2)cc1 | 2% | -0.8% | 3%
O=C(Cn1c(=O)n(-c2cccc(C(F)(F)F)c2)c(=O)c2sccc21)NCC1CCCO1 (stereo not given) | -5% | 0.1% | 2%
CCN1CCCC1CNS(=O)(=O)c1ccc(Br)cc1 (stereo not given) | -4% | 0.0% | -6%
Cc1cccc2nc(CNC(=O)CC3C(=O)NCCN3Cc3cccc(F)c3)cn12 (stereo not given) | 1% | 0.2% | 2%
O=C(Nn1cnnc1)c1ccc(Cl)cc1[N+](=O)[O-] | 1% | 0.3% | 6%
COC(=O)Nc1ccc(S(=O)(=O)Nc2cc(C(F)(F)F)c[nH]c2=O)cc1 | 3% | -0.2% | 4%
CCn1ccnc1CN(C)Cc1c(C(=O)N2C[C@@H](C)O[C@@H](C)C2)nc2ccc(Cl)cn12 | -2% | -0.6% | 5%
COc1ccccc1-c1nnc(C2CCN(S(=O)(=O)c3ccc([N+](=O)[O-])cc3)CC2)o1 | -7% | 0.5% | -5%
CN(C)C(CNC(=O)c1ccc(-c2ccccc2)cc1)c1ccccc1 (stereo not given) | -3% | -0.2% | -9%
NC(=O)c1cc2ccccc2o/c1=N/NC(=O)c1ccccc1 | 4% | 0.1% | 3%
COc1ccc(NC(=O)CS(=O)CC(=O)Nc2ccc(F)cc2F)cc1 (stereo not given) | -2% | -0.2% | -1%
NNC(=O)C1c2ccccc2Oc2ccccc21 | -3% | 0.1% | -8%
COc1ccc(OCc2cc(C(=O)N3CCCCCC3)no2)c(Cl)c1 | 8% | -1.0% | 2%
O=C(NCCSCc1c(F)cccc1Cl)Nc1ccccc1 | -3% | -0.5% | -2%
Cc1ccc(CSCCNC(=O)CN(c2ccc(F)cc2)S(C)(=O)=O)cc1 | -2% | -1.2% | -5%
Cc1[nH]n(-c2ccccc2)c(=O)c1/C=N/NC(=O)c1ccc(O)cc1O | -12% | 0.3% | 13%
CCCc1nnc(SCC(=O)NC2CC2)n1C | 12% | -0.7% | -1%
COc1ccc(OC)c(S(=O)(=O)n2ccc(C)n2)c1 | -4% | -2.2% | 2%
COc1ccc(N2CCN(S(=O)(=O)CCNC(=O)C34CC5CC(CC(C5)C3)C4)CC2)cc1 | 2% | -0.7% | -6%
COc1ccc(S(=O)(=O)CC(=O)c2cc3cc(Br)ccc3oc2=O)cc1 | 2% | -0.6% | -2%
COC(=O)c1ccc(C(=O)N2CCCC(Nc3ccc(C(C)C)cc3)C2)cc1 (stereo not given) | 0% | 1.2% | -4%
CC(=O)N1c2ccc(S(=O)(=O)N3CCC(C(=O)Nc4cccc(Cl)c4)CC3)cc2CC1C (stereo not given) | 2% | 1.4% | 1%
COc1cc2ccccc2cc1C(=O)N1CCN(c2ccccn2)CC1 | 3% | -0.4% | 5%
O=C(CSc1nnc(-c2ccc(O)cc2)o1)NNC(=O)c1ccncc1 | 0% | -0.2% | -2%
CCOc1ccc(NC(=O)[C@H](Cc2ccccc2)NC(=O)C2CCNCC2)cc1 | 1% | -0.3% | 2%
COc1ccc(Br)cc1/C=C/C(=O)NC(=S)Nc1ccc(CN2CCOCC2)cc1 | 1% | 0.7% | -4%
COc1ccc(C(C(=O)NC2CCCCC2)N(C(=O)c2csnn2)C2CC2)cc1 (stereo not given) | 5% | -0.6% | -1%
COc1ccc(-n2c(N)cc(=O)nc2SCC(=O)N2CCN(c3ccccc3)CC2)cc1 | 2% | -0.2% | 4%
CC(C)c1nnc(NC(=O)C2CCN(C(=O)c3ccco3)CC2)s1 | 2% | 0.5% | -3%
CCc1ccc2nc(N(CCCN(C)C)C(=O)c3ccc4c(c3)OCCO4)sc2c1 | 0% | 52% | -3%
COCCn1c(SCC(=O)NC2CCCCC2)nnc1-c1ccncc1 | 1% | 0.1% | -2%
Cc1c(C)n(CC(O)CN2CCN(C)CC2)c2ccccc12 (stereo not given) | 4% | 0.0% | -8%
CCN1C(=O)c2ccccc2Sc2ccc(C(=O)O)cc21 | 3% | 0.1% | 2%
Cc1ccnc(NC(=O)CS(=O)(=O)c2ccccc2)c1 | 0% | -0.5% | 1%
O=C(CN(CC1CCCO1)C(=O)CNS(=O)(=O)c1ccc(Cl)cc1)NCc1ccco1 (stereo not given) | 10% | -0.1% | -1%
COC(=O)C1CC(=O)N(c2ccc(OCc3ccccc3Cl)cc2)C1 (stereo not given) | i | -0.5% | 3%
C=CCOc1ccccc1CN1CCC(Oc2ccc(C(=O)N3CCCC3)cc2)CC1 | -1% | -0.3% | -19%
O=C(CCCN1C(=O)c2ccccc2C1=O)NCc1ccc(F)cc1 | -2% | -0.4% | 7%
CCOCCCN(C(=O)c1snc(C(N)=O)c1N)C(C(=O)NCCC(C)C)c1ccc(F)cc1 (stereo not given) | 1% | -0.5% | -3%
Cc1cc(NC(=O)CSc2nnnn2-c2ccccc2C)no1 | 4% | -0.1% | -5%
COC(=O)c1ccc(CNC(=O)CSc2nc3ccccc3[nH]2)cc1 | -5% | -0.5% | 7%
O=C(c1cc(COc2cccc(C(F)(F)F)c2)on1)N1C[C@H]2CC[C@H]1C2 | -1% | -0.9% | -4%
CCOc1cccc(CN2CCC(Oc3ccc(C(=O)N4CCCC4)cc3)CC2)c1 | 5% | -0.4% | -5%
Carrying on:
SMILES | Siah-1 displacement | West Nile antiviral | Salmonella PhoP GFP
CCC(C)N(C(=O)COc1ccccc1C(=O)NCc1ccccc1)C1CCS(=O)(=O)C1 (stereo not given) | 3% | -0.3% | -1%
CCOc1ccc(CCNC(=O)CN2C(=O)COc3ccc(S(=O)(=O)N4CCOCC4)cc32)cc1 | 6% | -0.7% | -2%
Fc1ccc(-n2nnc(-c3ccccc3)n2)cc1 | 0% | -1.1% | 1%
CCc1ccccc1NC(=O)CCC(=O)Nc1nnc(C(C)C)s1 | -3% | 0.3% | -3%
c1coc(-c2nnc(-c3ccco3)nn2)c1 | 27% | 0.1% | -3%
COC(=O)c1ccc(/C=C/c2c(-c3ccsc3)sc3ccccc23)cc1 | -7% | 3.1% | -1%
CCOC(=O)N1CCN(S(=O)(=O)N2CCCC(C(=O)NCCCN3CCCCC3CC)C2)CC1 (stereo not given) | 2% | 0.0% | -5%
O=C(Nc1ccccc1)/C(=C/c1ccc(O)cc1)NC(=O)c1ccco1 | 3% | -0.8% | 3%
CCN(CC)C(=O)Cn1cc(C(=O)C(=O)NCCCN2CCOCC2)c2ccccc21 | 7% | -0.2% | -3%
Cc1cc(SCC(=O)c2ccc(Cl)cc2)nc(=O)[nH]1 | 1% | 0.0% | 4%
COc1ccc2c(c1OC)C(=O)N1C2SC[C@H]1C(=O)NC1CC1 (stereo not given in full) | -1% | -0.4% | 7%
O=C(NCC(=O)N1CCN(c2ccccc2)CC1)c1cccs1 | 0% | 0.3% | -4%
CCNC(=O)c1cnn(-c2ccccc2)c1-c1ccccc1 | -4% | -0.6% | 19%
Cc1cccc(NC(=S)NC(=O)Cc2ccccc2)c1C | -2% | -1.5% | -2%
O=S(=O)(Nc1cccc(-n2cnnn2)c1)c1cc(Br)ccc1Br | -2% | 1.2% | -3%

As a working copy, 6 of the compounds above:
SMILES | Siah-1 displacement | West Nile antiviral | Salmonella PhoP GFP
COC(=O)c1ccc(/C=C/c2c(-c3ccsc3)sc3ccccc23)cc1 | -7% | 3.1% | -1%
CCOC(=O)N1CCN(S(=O)(=O)N2CCCC(C(=O)NCCCN3CCCCC3CC)C2)CC1 (stereo not given) | 2% | 0.0% | -5%
O=C(Nc1ccccc1)/C(=C/c1ccc(O)cc1)NC(=O)c1ccco1 | 3% | -0.8% | 3%
CCN(CC)C(=O)Cn1cc(C(=O)C(=O)NCCCN2CCOCC2)c2ccccc21 | 7% | -0.2% | -3%
Cc1cc(SCC(=O)c2ccc(Cl)cc2)nc(=O)[nH]1 | 1% | 0.0% | 4%
COc1ccc2c(c1OC)C(=O)N1C2SC[C@H]1C(=O)NC1CC1 (stereo not given in full) | -1% | -0.4% | 7%

More results:
SMILES | Siah-1 displacement | West Nile antiviral | Salmonella PhoP GFP
O=c1[nH]cnc2c1nnn2Cc1ccccc1 | -3% | -0.1% | -10%
CC(C)c1cc(CNC(=O)c2ccc(OC3CCN(Cc4ccccn4)CC3)cc2)on1 | -1% | -0.2% | 8%
Cc1cc(C)c(S(=O)(=O)N2CCN(S(=O)(=O)N3CCCCCC3)CC2)c(C)c1 | -4% | 0.4% | 11%
CSc1cccc(CN2CCC(n3nccc3NC(=O)C3CC3)CC2)c1 | -5% | -1.5% | 2%
CCOC(=O)c1c(S(=O)(=O)NCCc2ccccc2)c(C)n(C)c1C | 3% | 0.9% | -2%
NC(=O)c1cc(S(=O)(=O)NCc2ccccc2)cs1 | 0% | 0.2% | 8%
CCC(C(=O)Nc1ccc(C(=O)O)cc1NC(=O)C(CC)c1ccccc1)c1ccccc1 (stereo not given) | -1% | 1.4% | -2%
CC(=O)Nc1c(F)c(F)c(F)c(F)c1F | -6% | -0.6% | 14%
CN(C(=O)c1ccccc1OCc1ccc(Cl)cc1)c1ccccc1 | -2% | -0.4% | 5%
COc1cccc(C2C(C(C)=O)=C(C)Nc3ncnn32)c1 (stereo not given) | -2% | 0.2% | 4%
CC(SCc1ccc(C(=O)O)o1)c1ccc(C(=O)O)o1 (stereo not given) | 2% | 0.5% | 2%
COc1ccccc1N1CCN(C2CCCN(C(=O)c3cccc(-c4ccco4)c3)C2)CC1 (stereo not given) | 1% | -0.2% | -3%
COc1ccc(NC(=O)CN(C)C(=O)c2cccc(S(=O)(=O)N3CCN(Cc4ccccc4)CC3)c2)cc1 | 0% | -0.8% | -4%
C[N+](C)(CCOc1ccccc1)Cc1ccccc1 (tested in a mixture with another compound) | 3% | 1.5% | -9%
O=C(O)COc1ccc(/C=C/C(=O)c2ccc(C3CCCCC3)cc2)cc1 | 0% | -0.3% | -2%
CCCn1cnc2cc(NC(=O)c3ccco3)ccc21 | 3% | -0.5% | -2%
COc1ccc(OC)c(N(CC(=O)NC2CC3CCC2C3)S(=O)(=O)c2ccccc2)c1 (stereo not given) | 0% | -1.4% | 6%
O=C(c1ccccc1)c1ccc(OCC(O)CNCc2ccc(Cl)cc2)cc1 (stereo not given) | 0% | -0.4% | 2%
Cc1ccc(C(=O)NNC(=O)C2CCN(c3ncccn3)CC2)cc1 | -1% | 0.3% | 1%
O=C(CCN1C(=O)/C(=C/c2ccccc2)SC1=S)NCCCN1CCOCC1 | 3% | 1.6% | 5%
O=C(Nc1ccc(-c2cscn2)cc1)C1CCCN(Cc2ccc(CO)o2)C1 (stereo not given) | -8% | 0.4% | 1%
O=C(Cn1ncc2c3ccccc3n(Cc3ccccc3F)c2c1=O)NCCN1CCOCC1 | 3% | -0.5% | -8%
N#C/C(=C\c1ccc(OCC(N)=O)cc1)C(=O)NC1CC1 | -1% | -0.5% | -6%
Cc1nc(Cl)sc1C(=O)Nc1cccc(Cl)c1 | -7% | -0.4% | 3%
O=c1[nH]c(C(F)(F)F)nc2ccc3ccccc3c12 | -4% | -0.4% | -10%

4 of the entries above in order of the Siah-1 displacement value, high to low:
| Structure | Siah-1 displacement | West Nile antiviral | Salmonella PhoP GFP |
| --- | --- | --- | --- |
| O=C(CCN1C(=O)/C(=C/c2ccccc2)SC1=S)NCCCN1CCOCC1 | 3% | 1.6% | 5% |
| COCCn1c(SCC(=O)NC2CCCCC2)nnc1-c1ccncc1 | 1% | 0.1% | -2% |
| O=C(c1ccccc1)c1ccc(OCC(O)CNCc2ccc(Cl)cc2)cc1 (stereo not given) | 0% | -0.4% | 2% |
| O=C(CCCN1C(=O)c2ccccc2C1=O)NCc1ccc(F)cc1 | -2% | -0.4% | 7% |

Some of the compounds tested; count on the stated rates, not on these rows.
